TAG inh: inhibitors of triacylglycerol accumulation | 0.66% of 230,000 active | H9c2 cells, Nile Red lipid (TAG) fluorescence; cells loaded with 200 µM oleic acid | inhibition, % at 12.5 µM;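 active means pattern-corrected inhibition of lipid staining of at least 50% with the nuclear-stain viability signal not falling by more than 50%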;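 further: 0% = DMSO wells and 100% = triacsin C control wells; some results filed as inactive read as strong as hits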
TAG inh DAPI viability: further read-out of TAG inh, marked with its call; DAPI nuclei signal change (viability), lower = more cytotoxic, %;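 whole-well DAPI fluorescence read on a plate reader as a viability signal; minus 50 percent equals half of cells still viable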
Starred values were filed as active, the others as inactive.

mol | TAG inh | TAG inh DAPI viability
Cc1cc(C(=O)NN=Cc2ccc(OC(=O)c3ccco3)cc2)c(C)o1 | 8.5 | -4.3
O=C1CCC([N+](=O)[O-])C(c2ccc3c(c2)OCO3)N1 (configuration not stated) | -5.4 | 10.9
COc1ccc(Cl)cc1S(=O)(=O)N1CCC(C(=O)NC2CCCC2)CC1 | 15.7 | -6.0
Cc1cc(-n2c(C)cc(C(=O)CSc3[nH]c(=O)cc(C(F)(F)F)c3C#N)c2C)no1 | 20.4 | -7.9
C[C@@H]1CN([C@@H](C)CO)C(=O)c2cccc(NS(C)(=O)=O)c2O[C@H]1CN(C)CC1CCCCC1 | 2.4 | -0.1
COC(=O)[C@H](CC(C)C)NS(=O)(=O)c1ccc(F)cc1Br | -3.2 | -11.4
COc1ccccc1N1CCN(c2ccc(Cl)nn2)CC1 | -2.1 | -1.9
Oc1ccc2[nH]cnc2c1CN1CCCCC1 | -5.5 | -2.9
CC(C)(C)OC(=O)C[C@H]1C/C=C\C[C@@H](CC(=O)N(CCO)Cc2ccccc2)C(=O)N[C@@H](Cc2ccccc2)COC1=O | 7.9 | -2.6
CC(Sc1nc2ccccc2s1)C(=O)Nc1nnc(C(C)C)s1 (configuration not stated) | 9.8 | -5.3
O=C1C(=Cc2cn(-c3ccccc3)nc2-c2ccc(OCc3ccc(Cl)cc3)cc2)SC(=S)N1CCS(=O)(=O)O | 15.2 | -6.5
CCN(C(=O)COC(=O)c1c(-c2ccccc2)noc1C)C1CCS(=O)(=O)C1 (configuration not stated) | -15.2 | 0.0
N/C(COc1ccccc1)=N\NC(=O)c1cccnc1Oc1ccccc1 | -33.3 | 1.0
COc1ccc(/C=N\NC(=O)c2ccc(F)cc2)cc1COc1ccccc1C(N)=O | -7.9 | -0.9
Cn1c(=O)c2cc(NC(=O)NCc3ccc(Cl)cc3Cl)ccc2n1Cc1ccc(F)cc1 | -19.6 | 10.4
O=C(Nc1ccccc1C(=O)O)c1cc(S(=O)(=O)Nc2ccccc2)ccc1Cl | -4.3 | -2.3
CCOC(=O)c1cnn2c(SC)ncnc12 | 1.6 | -7.2
O=C(N/N=C\c1ccc(F)cc1)c1ccc(F)cc1 | -12.9 | -5.0
COc1ccc(C(=O)NCCS(=O)(=O)N2CCc3ccccc3C2)cc1OC | -2.5 | -2.2
CCOc1ccc(C(=O)n2cnnc2N)cc1 | 3.3 | 4.6
CCCCCC(=O)Nc1ncc2c(n1)CC(c1cccs1)CC2=O (configuration not stated) | -5.2 | 4.6
CN1CCC(N(C)C(=S)NC(=O)c2cc(-c3cccc(Br)c3)nc3ccccc23)CC1 | -11.4 | 10.0
CCCNC(=O)C(Cc1ccccc1)NS(=O)(=O)c1ccc2c(c1)CCC(=O)N2 (configuration not stated) | 9.9 | -0.7
COc1ccc(C)cc1NC(=O)C(c1ccccc1)N1CCN(CC(=O)NC2CC2)CC1 (configuration not stated) | -5.8 | -0.7
Cc1ccc(S(=O)(=O)NN=Cc2ccc(N3CCOCC3)cc2)cc1[N+](=O)[O-] | -16.5 | 2.2

(more compounds)
mol | TAG inh | TAG inh DAPI viability
CCOc1ccc(NC(=O)CCN2CCN(C)CC2)cc1 | -6.6 | 3.1
COc1ccc(-n2nnnc2SCC(=O)N2CCCC2=O)cc1 | -19.9 | -0.5
Oc1ccccc1Cc1c(O)ccc2ccccc12 | 10.3 | 5.2
Cc1ccc(-n2c(SCC(=O)N/N=C/c3ccccc3OCC(=O)O)nc3ccccc3c2=O)cc1 | -11.1 | 9.2
CCOc1cc(CNCC(C)C)c(Cl)cc1OCC(=O)Nc1ccccc1 | 0.4 | -0.5
COc1cc(/C=N/NC(=O)C2CCN(CC(O)COCc3ccccc3)CC2)cc(OC)c1OC (configuration not stated) | 3.6 | 0.7
CCc1cc2c(-c3ccccc3)cc(=O)oc2c(CN2CCOCC2)c1O | 16.1 | -1.2
OCc1cccc(-c2csc(C(O)(c3ccccc3)C(F)(F)F)n2)c1 (configuration not stated) | -3.1 | 0.2
CC(=O)Nc1ccc(NC(=O)/C=C/c2ccc(Cl)cc2)cc1 | -4.2 | -7.2
COc1ccccc1N1CCN(CC(=O)Nc2cc(F)ccc2C)CC1 | 1.7 | 1.2
COc1ccc(-c2cc(C(=O)NNC3=NCCC3)c3c(C)nn(-c4ccccc4)c3n2)cc1 | 25.0 | 52.7
Cc1cccc(N=Cc2[nH]c3ccc(Br)c(Cl)c3c2O)c1 | -9.6 | 12.2
COc1cc(C(=O)N[C@H](C(=O)NC2CCCCCC2)C(C)C)cc(OC)c1OC | -4.6 | -1.8
COc1cccc(-c2ccc3nnc(SCC(=O)Nc4ccc(NC(C)=O)cc4)n3n2)c1 | 6.5 | -1.2
O=C(NN1CCN(Cc2ccccc2Cl)CC1)c1ccc(Cl)cc1 | -6.3 | 7.4
NC(=O)C1(Nc2ccc(-c3ccc(Cl)cc3)cc2)CCCC1 | 13.9 | 3.2
COC(=O)CSc1nc(C)cc(C)c1C#N | 13.8 | -6.9
O=C(NN1C(=O)CSC1=S)c1cccnc1 | 18.4 | -20.4
COc1ccc(CC2C(=O)OC(C)(C)OC2=O)cc1 | 5.7 | 10.9
Cc1cc(Cl)ccc1OCC(=O)NNC(=O)c1ccco1 | -2.1 | -2.6
COc1ccc(C(=O)Nc2ccc3oc(-c4cccc(Cl)c4)cc(=O)c3c2O)cc1 | -20.7 | 2.7
Cc1ccc(C(=O)N/N=C/c2cn(Cc3ccccc3)c3ccccc23)cn1 | -70.7 | 5.2
N=c1sccn1CC(=O)N1CCc2ccccc21 | 4.8 | -2.7
CC(=O)Nc1nc(N(C)C)nc(N(C)C)n1 | 1.0 | 6.9
O=C(NCCN1CCOCC1)c1ccc(Cl)c(S(=O)(=O)N2CCCCC2)c1 | 3.1 | -0.2

Next compounds.
mol | TAG inh | TAG inh DAPI viability
COc1ccc(NC(=O)c2ccc(NCCN3C(=O)CCC3=O)c([N+](=O)[O-])c2)cc1 | 4.4 | -3.5
Cn1c(Cn2c(=O)sc3ccccc32)nnc1SCc1ccccc1 | 1.2 | -10.8
O=C(O)CCNC(=O)c1ccc(NC(=O)Cc2ccc(Cl)cc2)cc1 | 0.5 | -1.5
Cc1ccsc1-c1nc(CN(C)C(C2CC2)C2CC2)c(C)o1 | -15.2 | 9.6
COc1cc(-c2nnc(Cn3cc(C(F)(F)F)ccc3=O)o2)cc(OC)c1OC | 1.5 | 1.7
Cc1ccc(Cl)cc1NC(=O)c1ccc(CSc2nnnn2C)cc1 | -9.5 | -5.7
Cc1cccc(C(=O)N[C@H](C(=O)Nc2cccc(S(=O)(=O)N3CCCC3)c2)C(C)C)c1 | 7.6 | -13.9
CNc1ccc(Br)cc1C(O)c1ccccc1 (configuration not stated) | -3.0 | 7.7
O=C(Cc1ccc(-n2c(=O)[nH]c3ccccc3c2=O)cc1)N1CCN(c2ccccc2)CC1 | 22.5 | -4.0
Cc1cc(C)nc(-n2nc(C)c(Oc3ccccc3O)c2C)n1 | -0.7 | -2.0
COc1ccc(-c2c(-c3cc(OC)c(OC)c(OC)c3)noc2C)cn1 | 23.0 | -18.1
Cc1ccc(S(=O)(=O)NCCC(=O)N2CCCCCCC2)cc1C | -16.5 | 9.6
O=C(CN1C(=O)NC2(CCc3ccccc32)C1=O)Nc1ccccc1Cl (configuration not stated) | -15.5 | 4.6
O=C(CCCSc1nc(-c2ccco2)cc(C(F)(F)F)n1)NCC1CCCO1 (configuration not stated) | -16.9 | -11.0
O=c1[nH]c2ccsc2c(=O)n1CCO | -2.7 | -1.3
O=[N+]([O-])c1cccc(P(=O)(O)c2cccc([N+](=O)[O-])c2)c1 | -1.8 | 6.2
O=C(CSc1nc2ccccc2c(=O)n1-c1ccc(F)cc1F)NC1CC1 | -0.7 | 0.9
CCN1C(=O)/C(=C2\Sc3ccccc3N2CC)OC1=S | -3.8 | -3.5
CCOc1ccc(OCC(=O)OCC(=O)NNC(=O)c2ccc([N+](=O)[O-])cc2)cc1 | 12.0 | -4.5
c1ccc(-c2noc(CN3CCCC(OCc4ccccn4)C3)n2)cc1 (configuration not stated) | 11.6 | -3.6
CCN(CC)CCNC(=O)c1ccc(N2CCCCC2)c(NS(=O)(=O)c2ccc(C)cc2)c1 | 13.8 | 8.5
COc1ccc(N2CCN(C(=O)COC(=O)CC(NC(N)=O)c3ccc(Cl)cc3)CC2)cc1 (configuration not stated) | -9.1 | 1.1
NC(=O)[C@@H]1CC2(CC(c3cccc(NC(=O)[C@H]4CCC(=O)N4)c3)=NO2)CN1C(=O)COc1ccc(Cl)cc1 (some centres not stated) | 10.5 | -3.7
O=C(NCCCN1CCN(c2cccc(Cl)c2)CC1)C1(S(=O)(=O)c2ccc(Cl)cc2)CC1 | 17.8 | 0.4
CC(=O)c1c(C)[nH]c(C(=O)COc2ccc3c(C)cc(=O)oc3c2)c1C | -5.3 | -2.2

(listing goes on)
mol | TAG inh | TAG inh DAPI viability
COC(=O)c1cccc(/C=N/NC(N)=S)c1O | -4.8 | 1.8
CC(Sc1nnc(Nc2ccccc2)s1)C(=O)Nc1nc(-c2ccccc2)cs1 (configuration not stated) | 36.8 | 3.9
Cc1cccc(NC(=O)C2CCCN2S(=O)(=O)c2ccc(F)cc2)c1C (configuration not stated) | -11.3 | -0.8
CC(C)[C@H](NC(=O)OCc1ccccc1)C(=O)OCc1cc(=O)oc2cc(O)ccc12 | -36.8 | 21.3
O=C(Nc1ccc(N2CCN(C(=O)c3ccco3)CC2)cc1)c1ccc2c(c1)OCO2 | 24.3 | -1.1
ON(CCc1ccccn1)Cc1ccccc1 | -6.5 | 3.0
O=C(NC(=S)NCCN1CCOCC1)c1ccc(F)cc1 | 4.7 | 3.8
COc1ccc(NC(=O)CN(C)C(=O)c2ccc3c(c2)S(=O)(=O)N=C2CCCCCN23)cc1 | -9.3 | -3.6
COc1ccc(S(=O)(=O)NC(CC(=O)NCCc2ccc(OC)c(OC)c2)C(C)C)cc1 (configuration not stated) | 5.3 | 1.0
CCOC(=O)N1CCN(c2c(NCc3ccc(N(C)C)cc3)c(=O)c2=O)CC1 | -13.6 | -13.5
Cc1cc(C)n(-c2ccc(C(=O)N3CCC(CO)(Cc4ccccc4)CC3)cc2)n1 | -4.9 | -1.5
COc1ccc(OCC(=O)N2CCN(c3cccc(C(F)(F)F)c3)CC2)cc1 | 5.4 | 0.4
CCC1(CC(C)C)SC(N)=NC1=O (configuration not stated) | 1.4 | -0.9
COc1cccc(-c2cc3onc(-c4ccccc4)c3c(=O)n2C)c1 | -5.6 | 0.8
COc1ccc(S(=O)(=O)N2CCCOC2CNC(=O)C(=O)NCCCN2CCOCC2)cc1C (configuration not stated) | -3.2 | 9.1
CCNC1=C(Cl)C(=O)c2ccccc2C1=O | 61.7* | -40.5*
CC(C)=CC(=O)N1CCC(Oc2cccc(C(=O)NCc3ccccn3)c2)CC1 | -10.5 | -3.4
COC(=O)c1cccc(NC(=O)CSc2nnc(COc3ccc(C#N)cc3)n2-c2ccccc2)c1 | -18.7 | 11.0
O=C(O)CCCC(=O)Nc1c(F)c(F)c(F)c(F)c1F | -6.6 | 7.5
Cc1ccc(C)c(CN2CCC(n3nccc3NC(=O)C3CCCC3)CC2)c1 | -12.9 | 7.5
Cn1nnnc1CCOCCc1nnnn1C | -11.4 | 1.8

Sorted by molecular weight (rising): part of the list above
mol | TAG inh | TAG inh DAPI viability
CCC1(CC(C)C)SC(N)=NC1=O (configuration not stated) | 1.4 | -0.9
ON(CCc1ccccn1)Cc1ccccc1 | -6.5 | 3.0
CCNC1=C(Cl)C(=O)c2ccccc2C1=O | 61.7* | -40.5*
Cn1nnnc1CCOCCc1nnnn1C | -11.4 | 1.8
COC(=O)c1cccc(/C=N/NC(N)=S)c1O | -4.8 | 1.8
COc1cccc(-c2cc3onc(-c4ccccc4)c3c(=O)n2C)c1 | -5.6 | 0.8
c1ccc(-c2noc(CN3CCCC(OCc4ccccn4)C3)n2)cc1 (configuration not stated) | 11.6 | -3.6
CC(=O)c1c(C)[nH]c(C(=O)COc2ccc3c(C)cc(=O)oc3c2)c1C | -5.3 | -2.2
Cc1cccc(NC(=O)C2CCCN2S(=O)(=O)c2ccc(F)cc2)c1C (configuration not stated) | -11.3 | -0.8
Cc1ccc(C)c(CN2CCC(n3nccc3NC(=O)C3CCCC3)CC2)c1 | -12.9 | 7.5
CCOC(=O)N1CCN(c2c(NCc3ccc(N(C)C)cc3)c(=O)c2=O)CC1 | -13.6 | -13.5
CC(C)=CC(=O)N1CCC(Oc2cccc(C(=O)NCc3ccccn3)c2)CC1 | -10.5 | -3.4
COc1ccc(OCC(=O)N2CCN(c3cccc(C(F)(F)F)c3)CC2)cc1 | 5.4 | 0.4
Cc1cc(C)n(-c2ccc(C(=O)N3CCC(CO)(Cc4ccccc4)CC3)cc2)n1 | -4.9 | -1.5
O=C(Nc1ccc(N2CCN(C(=O)c3ccco3)CC2)cc1)c1ccc2c(c1)OCO2 | 24.3 | -1.1
CC(C)[C@H](NC(=O)OCc1ccccc1)C(=O)OCc1cc(=O)oc2cc(O)ccc12 | -36.8 | 21.3
CC(Sc1nnc(Nc2ccccc2)s1)C(=O)Nc1nc(-c2ccccc2)cs1 (configuration not stated) | 36.8 | 3.9
COc1ccc(S(=O)(=O)NC(CC(=O)NCCc2ccc(OC)c(OC)c2)C(C)C)cc1 (configuration not stated) | 5.3 | 1.0
COc1ccc(NC(=O)CN(C)C(=O)c2ccc3c(c2)S(=O)(=O)N=C2CCCCCN23)cc1 | -9.3 | -3.6
CCN(CC)CCNC(=O)c1ccc(N2CCCCC2)c(NS(=O)(=O)c2ccc(C)cc2)c1 | 13.8 | 8.5
O=C(NCCCN1CCN(c2cccc(Cl)c2)CC1)C1(S(=O)(=O)c2ccc(Cl)cc2)CC1 | 17.8 | 0.4
COc1ccc(S(=O)(=O)N2CCCOC2CNC(=O)C(=O)NCCCN2CCOCC2)cc1C (configuration not stated) | -3.2 | 9.1
COC(=O)c1cccc(NC(=O)CSc2nnc(COc3ccc(C#N)cc3)n2-c2ccccc2)c1 | -18.7 | 11.0
NC(=O)[C@@H]1CC2(CC(c3cccc(NC(=O)[C@H]4CCC(=O)N4)c3)=NO2)CN1C(=O)COc1ccc(Cl)cc1 (some centres not stated) | 10.5 | -3.7

Compound activity: PubChem BioAssay, Sanford-Burnham Center for Chemical Genomics

An excerpt, so the mix of outcomes need not match the whole.
